# M5 antag = blocks acetylcholine activation of human M5 receptor; P08912; CHO-hM5 cells, Fluo-8 calcium fluorescence, ACh EC80; inhibition, % at 3 µM; actives 0.59% (n = 360,000);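 active = inhibition above a per-plate cutoff, the mean of that plate's test compounds plus 3 SD, cut at about 27% in these data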;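 also: 0% = acetylcholine EC80 with DMSO and 100% = DMSO without agonist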
# M4 ag = CHRM4 agonism in calcium assay. actives 0.14% (n = 360,000). P08173. CHO-K1 hM4/Gqi5, Fluo-8 calcium fluorescence; vehicle 0%, full acetylcholine response 100%. activation, % at 3 µM;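 active = activation above the run mean over all test wells plus 3 SD, cut at about 32% in these data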;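 also: peak over basal fluorescence ratio per well then scaled between controls; 0% = DMSO wells and 100% = acetylcholine at EC100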
# Target sequence (P08173 whole entry, looked up): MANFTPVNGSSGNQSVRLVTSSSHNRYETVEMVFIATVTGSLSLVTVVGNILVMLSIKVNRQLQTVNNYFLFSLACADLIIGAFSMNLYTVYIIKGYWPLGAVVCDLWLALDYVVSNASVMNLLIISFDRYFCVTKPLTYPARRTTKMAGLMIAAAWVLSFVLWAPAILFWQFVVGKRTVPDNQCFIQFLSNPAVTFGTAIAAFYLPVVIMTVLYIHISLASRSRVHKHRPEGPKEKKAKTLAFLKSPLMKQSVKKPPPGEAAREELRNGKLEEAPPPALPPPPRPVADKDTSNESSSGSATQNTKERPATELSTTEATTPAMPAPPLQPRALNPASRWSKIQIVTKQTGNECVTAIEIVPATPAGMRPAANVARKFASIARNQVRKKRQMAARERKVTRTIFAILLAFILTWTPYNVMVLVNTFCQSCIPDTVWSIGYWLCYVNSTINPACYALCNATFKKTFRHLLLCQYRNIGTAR
# M1 PAM = human CHRM1 positive allosteric modulation; CHO-K1 hM1, Fluo-8 calcium fluorescence, ACh EC20; 0% = ACh EC20, 100% = maximal ACh; activation, % at 3 µM; actives 0.088% (n = 360,000); P11229; AID 588819; in the data active = activation above about 19%, passing the limit was not always enough
# Target sequence (P11229 whole entry, looked up): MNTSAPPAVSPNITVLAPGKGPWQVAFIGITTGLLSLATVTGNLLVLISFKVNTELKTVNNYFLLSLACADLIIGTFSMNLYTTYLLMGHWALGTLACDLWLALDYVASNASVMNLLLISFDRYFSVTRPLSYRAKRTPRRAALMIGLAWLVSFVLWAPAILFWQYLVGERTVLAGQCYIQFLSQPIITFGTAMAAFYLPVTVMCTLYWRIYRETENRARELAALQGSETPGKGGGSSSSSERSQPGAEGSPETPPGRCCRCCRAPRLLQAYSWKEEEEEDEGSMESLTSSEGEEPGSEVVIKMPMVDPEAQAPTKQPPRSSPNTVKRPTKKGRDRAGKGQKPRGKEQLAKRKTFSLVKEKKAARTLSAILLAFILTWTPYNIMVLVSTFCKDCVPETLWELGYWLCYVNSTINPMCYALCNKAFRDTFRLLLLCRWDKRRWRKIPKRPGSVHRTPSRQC
# CRFR2-BP antag = CRF-BP/CRF-R2 complex antagonism; HEK293 CRF-R2/CRF-BP, CRF-induced calcium fluorescence; inhibition, % at 11.8 µM; actives 0.59% (n = 350,000); AID 588475;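 active = inhibition of the ligand-induced calcium signal above about 50% at the single tested concentration, limit read from the data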
# M5 ag = CHRM5 agonism in calcium assay; CHO-K1 hM5 cells, Fluo-8 calcium fluorescence; 0% DMSO wells, 100% maximal acetylcholine response; activation, % at 3 µM; actives 0.19% (n = 360,000);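 active = activation above the run's mean over test compounds plus 3 SD, cut at about 23% in these data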;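 also: signal is peak over basal fluorescence ratio across the kinetic read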
# M4 PAM = potentiates acetylcholine response at human M4 receptor; CHO-K1 hM4/Gqi5, Fluo-8 calcium fluorescence, ACh EC20; 0% = ACh EC20, 100% = maximal ACh; activation, % at 3 µM; P08173; actives 0.4% (n = 360,000);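 active = activation above its plate's cutoff, the mean activation of sample wells plus 3 SD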; also: some results filed as inactive read as strong as hits
# CRFR2-BP ag = CRF-BP/CRF-R2 complex agonism | actives 0.46% (n = 350,000) | HEK293 CRF-R2/CRF-BP, calcium dye fluorescence (FLIPR); percent of saturating CRF peptide response | activation, % at 13.2 µM;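 active = activation of at least 50%, plus an integration ratio under a set limit after plate pattern correction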;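 also: plate controls were neutral control wells without compound for no effect and CRF at EC100 for full effect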
# CHRM5 PAM = potentiates acetylcholine response at human M5 receptor; P08912; CHO-K1 hM5, Fluo-8 calcium, ACh EC20 PAM; 0% = ACh EC20, 100% = ACh EC100; activation, % at 3 µM; actives 0.3% (n = 360,000);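 active = activation above the run cutoff, the mean activation of all test compounds plus 3 SD, cut at about 18% in these data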
#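 Assay system: CHO-K1 hM5 cells / Incubation: Fluo-8 loading 80 min at 37 °C plus 30 min room temperature / Technique: Fluo-8 calcium dye fluorescence, kinetic read / Repeats: single replicate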
# CHRM4 antagonist = CHRM4 antagonism in calcium assay; actives 0.73% (n = 360,000); inhibition, % at 3 µM; P08173; CHO-hM4 cells, ACh EC80, Fluo-8 calcium fluorescence;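 active = inhibition above its plate's cutoff, the mean inhibition of sample wells plus 3 SD, cut at about 27% in these data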;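 also: 0% = acetylcholine EC80 with DMSO and 100% = DMSO without agonist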
# * marks the source's active call; other numbers are inactive results; / = not tested or not shown.
M5 antag,CHRM4 antagonist,CRFR2-BP antag,M4 PAM,M4 ag,M5 ag,CHRM5 PAM,CRFR2-BP ag,M1 PAM,SMILES
-5,6,-12,-2,0,0,9,0.2,2,O=C(COC(=O)c1cnccn1)NC1CCCc2ccccc21 (configuration not stated)
-8,-11,-10,7,1,-2,3,-1.6,13,CCC(c1nnnn1Cc1ccccc1)N1CCN(C(=O)c2ccco2)CC1 (configuration not stated)
3,9,-3,-8,0,-1,-3,-3.1,2,Cc1ccc(/C=N/NC(=O)c2ccco2)s1
-8,-17,-10,13,6,-1,-3,3.4,4,CCOC(=O)C1=C(COC(=O)/C=C/c2ccc(C)o2)NC(=O)NC1C (configuration not stated)
13,9,19,2,0,-1,3,0.9,12,O=C(O)c1ccc(Cl)c(S(=O)(=O)N(Cc2ccccc2)c2ccccc2)c1
2,-11,26,8,-1,0,-5,1.7,0,COC(=O)CCc1c(C)[nH]c(C(=O)OCc2ccccc2)c1C
-3,-5,-8,11,0,-3,3,-1.9,7,Cc1c(Cl)cccc1NC(=O)Nc1cnccn1
-7,-10,1,10,1,1,2,1.8,5,O=CN1CC(=O)N(c2ccccc2)c2c([nH]c3ccccc23)C1
0,-3,4,6,4,3,3,0.2,5,Cc1cc(OCC(=O)OCC(=O)NCc2ccco2)ccc1Cl
3,2,-8,7,1,1,-1,1.1,8,CC1(C)Cc2nc3nc(SCC(=O)NCCc4ccccc4)n(-c4ccccc4)c(=O)c3cc2CO1
-2,-7,-16,1,0,0,0,0.0,3,CSc1oc(-c2ccco2)nc1S(=O)(=O)c1ccc(Br)cc1
11,0,-2,2,1,-6,2,0.0,9,CCc1ccc(NC(=S)N(CCN2CCOCC2)Cc2ccccc2F)cc1
15,-18,20,1,15,7,-17,-4.4,-6,CCCNC(=O)c1cc(S(=O)(=O)N2CCc3ccccc32)cn1C
-8,0,9,2,2,-2,6,-1.0,11,COC(=O)c1cc([N+](=O)[O-])c(-n2cncn2)c([N+](=O)[O-])c1
3,-22,-8,-4,2,-9,-1,-1.2,-8,CCOC(=O)c1ccc(NC(=S)N2CCCC(C)C2)cc1 (configuration not stated)
5,0,-25,-4,2,1,-4,7.0,1,O=C1/C(=C/c2ccco2)N=C(N2CCCCC2)N1c1ccccc1
11,-1,-8,10,0,2,3,1.6,9,CC(=O)N1CCN(S(=O)(=O)c2cccc(C(=O)Nc3ccc4c(c3)OCO4)c2)CC1
-7,-9,7,0,0,-3,-2,0.6,-1,COCCCN(C(=O)CC1OC(=O)c2ccccc21)c1c(N)n(Cc2ccccc2)c(=O)[nH]c1=O (configuration not stated)
-6,-2,-8,2,0,-1,5,0.4,7,O=C(CCn1nnc2ccccc2c1=O)N[C@@H](Cc1ccccc1)C(=O)O
4,-3,1,6,0,0,0,-1.5,9,O=C(NCC1CCCO1)c1cnn2c1NC(c1ccccc1)CC2C(F)(F)F (configuration not stated)
4,7,/,-12,2,-2,-7,/,-14,CC1(Oc2ccc(Cl)cc2)CCN(Cc2ccc(-c3ccccn3)cc2)C1 (configuration not stated)
2,3,2,-2,0,-4,3,-1.9,8,COn1c(-c2ccccc2)nc2ncccc21
7,4,-4,-2,2,-8,-6,-0.8,-15,Cc1ccc(C(C)(C)C)c(OCCOCCN2CCCC2)c1
6,0,-11,-4,0,-3,-4,-1.3,5,CCSc1nnc(NC(=O)C(C)(C)C)s1

# Of the compounds above, 2 have fluorine.
M5 antag,CHRM4 antagonist,CRFR2-BP antag,M4 PAM,M4 ag,M5 ag,CHRM5 PAM,CRFR2-BP ag,M1 PAM,SMILES
11,0,-2,2,1,-6,2,0.0,9,CCc1ccc(NC(=S)N(CCN2CCOCC2)Cc2ccccc2F)cc1
4,-3,1,6,0,0,0,-1.5,9,O=C(NCC1CCCO1)c1cnn2c1NC(c1ccccc1)CC2C(F)(F)F (configuration not stated)

# (more compounds)
M5 antag,CHRM4 antagonist,CRFR2-BP antag,M4 PAM,M4 ag,M5 ag,CHRM5 PAM,CRFR2-BP ag,M1 PAM,SMILES
10,-1,3,4,2,0,-4,1.3,5,O=c1c2ccccc2c2ccccc2c(=O)n1-c1ccccc1
12,-4,-3,1,0,-2,-1,-3.2,1,Cn1cc(C(=O)C(=O)N2CCN(c3ccccc3)CC2)c2ccccc21
-10,2,-3,4,0,-3,-1,-2.1,0,Cc1ccc(CN2CCN(C(=O)C3CCCO3)CC2)cc1 (configuration not stated)
3,-4,-9,-4,2,1,-4,-0.9,4,CC(=O)Nc1cccc(-c2csc(Nc3ccccn3)n2)c1
10,-1,-13,7,0,0,-2,4.0,7,CCOC(=O)Cc1csc(NC(=O)CSc2nc(=O)[nH]c3c2CCC3)n1
11,14,-7,-10,6,-4,-3,2.0,-4,COc1cc(OC)cc(C(=O)Nc2ccc3c(c2)CCCN3C(=O)c2cccs2)c1
0,-1,25,6,2,4,8,5.6,16,O=C1CCCC2=C1Sc1ccccc1N2
1,0,/,1,1,2,-1,/,-8,CN1CCN(C(=O)c2cc3c(c(-c4cccc(C#CC(C)(C)O)c4)n2)[C@H](CCO)N(S(=O)C(C)(C)C)C3)CC1 (some centres not stated)

# Full records as entered above. Screens in order: M5 antag | CHRM4 antagonist | CRFR2-BP antag | M4 PAM | M4 ag | M5 ag | CHRM5 PAM | CRFR2-BP ag | M1 PAM
# `Cc1ccc(CN2CCN(C(=O)C3CCCO3)CC2)cc1` (configuration not stated) across the screens: -10 | 2 | -3 | 4 | 0 | -3 | -1 | -2.1 | 0
# `CC(=O)Nc1cccc(-c2csc(Nc3ccccn3)n2)c1` across the screens: 3 | -4 | -9 | -4 | 2 | 1 | -4 | -0.9 | 4
# `O=c1c2ccccc2c2ccccc2c(=O)n1-c1ccccc1` across the screens: 10 | -1 | 3 | 4 | 2 | 0 | -4 | 1.3 | 5
# `Cn1cc(C(=O)C(=O)N2CCN(c3ccccc3)CC2)c2ccccc21` across the screens: 12 | -4 | -3 | 1 | 0 | -2 | -1 | -3.2 | 1
# `COc1cc(OC)cc(C(=O)Nc2ccc3c(c2)CCCN3C(=O)c2cccs2)c1` across the screens: 11 | 14 | -7 | -10 | 6 | -4 | -3 | 2.0 | -4

# Later entries.
M5 antag,CHRM4 antagonist,CRFR2-BP antag,M4 PAM,M4 ag,M5 ag,CHRM5 PAM,CRFR2-BP ag,M1 PAM,SMILES
-2,4,-6,11,1,2,2,5.8,8,S=C(Nc1ccccc1)N1CCCCC1
5,7,-11,-4,1,-3,1,0.5,17,O=C(NC1CCCC1)C1CCCN(C(=O)Nc2ccccc2)C1 (configuration not stated)
-5,4,5,7,1,2,6,-1.2,13,Cc1ccc(NC2(C#N)C(=O)Nc3ccccc32)cc1 (configuration not stated)
11,-3,-5,-4,-2,-6,3,0.0,19,CC(C)(C)c1cc(C(=S)N2CCCC2)cc(C(C)(C)C)c1O
-7,-18,-4,6,2,-3,-2,0.5,4,CCOc1ccc(CCN2C(=O)c3cccnc3C2=O)cc1OCC
-1,7,-4,10,-1,-3,4,-0.3,5,Cc1cccc(OCCOCCSc2ncccn2)c1
11,3,-8,-1,8,-4,-9,-0.8,1,O=C(c1ccccc1-c1ncc[nH]1)N1CCc2c([nH]c3ccccc23)C1c1ccccn1 (configuration not stated)
-1,2,-4,-3,1,4,11,2.4,9,COc1ccc(Cn2c(=S)[nH]c3cc(OC)c(OC)cc3c2=O)cc1
-14,4,25,-1,1,4,1,-0.1,6,CN(C)C(=O)N1CCN(c2nc(-c3ccccc3)cs2)CC1
9,4,-8,-1,-1,-4,3,0.1,3,COc1ccccc1CCC(=O)OC(C)C(=O)Nc1c(C)n(C)n(-c2ccccc2)c1=O (configuration not stated)
2,-2,12,6,0,-1,-4,-0.4,11,CC(C)Cc1nc(Cl)c(C#N)c2c1CCCC2
-1,-15,18,11,2,1,0,-1.7,14,CCOc1cccc(N)c1
-3,0,5,2,1,3,-6,-0.5,-17,Cc1ccc(S(=O)(=O)N2CCC(C(=O)N3CCC[C@H]3C(=O)NC3CCS(=O)(=O)C3)CC2)cc1 (some centres not stated)
14,-5,-23,1,0,2,0,4.0,11,CCOCCCn1c(=S)[nH]c2cc3c(cc2c1=O)OCO3
2,-9,-6,1,0,-3,-2,-1.4,5,Cc1oc2c(c(C)cc3oc(=O)c(CC(=O)N[C@@H](C)C(=O)O)c(C)c32)c1C
1,6,0,2,2,-3,3,-0.9,8,COc1ccc(NC(=O)CCC(=O)N2CCN(S(=O)(=O)c3ccc(C)cc3)CC2)c(OC)c1
7,5,1,7,1,-1,-1,2.6,7,COc1cc(C(=O)Nc2ccc(C(=O)O)cc2)ccc1OC(C)=O
-3,-12,4,5,-1,-1,-6,-1.0,1,O=C(Cn1c(=O)n(Cc2ccccc2)c(=O)c2ccccc21)NCc1ccco1
3,1,1,-2,1,2,-8,0.4,-7,O=C(O)CC(Cc1ccc(Cl)cc1)C(=O)Nc1ccc([N+](=O)[O-])cc1 (configuration not stated)
4,7,4,-2,1,-4,-4,1.7,0,O=C(Nc1cnc2ccccn2c1=O)c1ccc(Cl)cc1Cl
8,-2,-26,-2,1,2,3,1.1,4,COc1ccc(S(=O)(=O)NNC(=O)C23CC4CC(CC(C4)C2)C3)cc1
-2,0,14,10,1,-2,8,-0.7,15,CN(C)c1ccc(P(=O)(OC2CCCCC2)C(O)c2cccnc2)cc1 (configuration not stated)
5,1,11,-6,3,-4,-10,0.3,7,COC(=O)Nc1ccc(S(=O)(=O)N2CCC(Cc3ccccc3)CC2)cc1
-14,-12,-2,7,3,-4,3,-0.5,1,C[C@H](NC(=O)[C@@H]1CSC2c3ccccc3C(=O)N21)C(=O)NCCc1ccccc1 (some centres not stated)
19,0,7,-6,7,-5,-9,-0.6,2,COc1ccc(N2CCN(C(=O)C(=O)c3cn(CC(=O)N4CCCCCC4)c4ccccc34)CC2)cc1
0,-2,-3,-5,1,-2,-8,0.4,0,COc1ccc(NC(=O)c2csc(C)c2)cc1OC
0,5,11,2,0,-4,-1,1.3,3,COc1ccc(/C(O)=C2/C(=O)C(=O)N(Cc3cccnc3)C2c2ccccn2)cc1 (configuration not stated)
-1,5,-9,25,1,-1,-3,0.1,6,CCOCCn1c(SC)nc2c1c(=O)[nH]c(=O)n2C
0,-6,-11,7,1,-1,2,-0.3,7,Cc1ccc(NC(=O)CN2C(=O)NC(Cc3ccccc3)C2=O)c(Br)c1 (configuration not stated)
-9,-16,-7,18,1,4,5,-1.1,7,COc1cc(/C=C/C(=O)O)cc(S(=O)(=O)Nc2ccc3cn[nH]c3c2)c1OC
2,1,0,-1,1,1,-2,0.3,-3,Cc1ccc(/C=N/n2nnnc2N)cc1
3,-6,-5,-1,1,-1,-2,7.0,13,CC(C)n1nccc1NC(=O)COC(=O)c1ccc(NC(N)=O)cc1
6,9,9,6,0,1,3,-3.7,3,COc1ccc(-c2nnc(CSc3nc4ccccc4c(=O)n3CC3CCCO3)o2)cc1OC (configuration not stated)
-6,-2,8,17,1,4,8,-0.9,14,COc1ccc(CC(=O)Nc2ccc(-c3cn4cccc(C)c4n3)cc2)cc1OC
11,2,/,11,1,-1,-10,/,7,Fc1ccc(-c2nc3ccc(Br)cn3c2Cc2ccccc2C(F)(F)F)cc1
15,-16,1,8,3,-5,-5,-1.7,3,CCOC(=O)c1ccc(NC2=CC(=O)CC(c3ccco3)C2)cc1 (configuration not stated)
1,-6,14,8,1,-1,14,-1.4,12,Cc1nnc(SCC(=O)NC2CCC(C)CC2)s1 (configuration not stated)
4,-4,-11,-1,-1,-10,8,0.6,6,CCC(CC)COC(=O)C1=C(C)NC(=O)NC1c1ccc(OC)cc1 (configuration not stated)
-6,-4,13,10,3,0,-1,-1.4,0,CC(Oc1ccccc1)C(=O)NCc1cccnc1 (configuration not stated)

# From PubChem BioAssay
